# PPARg SRC1 recr = PPARgamma-driven SRC-1 recruitment agonism; activation, % at 8 µM; AID 631; PPARgamma-SRC-1 coactivator recruitment biochemical assay; hit rate 0.41% among 200,000; P37231; in the data active = activation above about 19%;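 note: 0% = DMSO and 100% = reference agonist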
# TLR4 MyD88 comp = inhibitors of human TLR4-MyD88 binding | inhibition, % at 8.4 µM | O00206+Q99836 | hit rate 0.18% among 200,000 | HeLa CL3-4 TLR4/MyD88 BLA complementation, FRET ratio | AID 861; in the data active = inhibition above about 25%;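 note: 0% = vehicle and 100% = reference inhibitor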
# Target sequence (O00206 whole entry, looked up): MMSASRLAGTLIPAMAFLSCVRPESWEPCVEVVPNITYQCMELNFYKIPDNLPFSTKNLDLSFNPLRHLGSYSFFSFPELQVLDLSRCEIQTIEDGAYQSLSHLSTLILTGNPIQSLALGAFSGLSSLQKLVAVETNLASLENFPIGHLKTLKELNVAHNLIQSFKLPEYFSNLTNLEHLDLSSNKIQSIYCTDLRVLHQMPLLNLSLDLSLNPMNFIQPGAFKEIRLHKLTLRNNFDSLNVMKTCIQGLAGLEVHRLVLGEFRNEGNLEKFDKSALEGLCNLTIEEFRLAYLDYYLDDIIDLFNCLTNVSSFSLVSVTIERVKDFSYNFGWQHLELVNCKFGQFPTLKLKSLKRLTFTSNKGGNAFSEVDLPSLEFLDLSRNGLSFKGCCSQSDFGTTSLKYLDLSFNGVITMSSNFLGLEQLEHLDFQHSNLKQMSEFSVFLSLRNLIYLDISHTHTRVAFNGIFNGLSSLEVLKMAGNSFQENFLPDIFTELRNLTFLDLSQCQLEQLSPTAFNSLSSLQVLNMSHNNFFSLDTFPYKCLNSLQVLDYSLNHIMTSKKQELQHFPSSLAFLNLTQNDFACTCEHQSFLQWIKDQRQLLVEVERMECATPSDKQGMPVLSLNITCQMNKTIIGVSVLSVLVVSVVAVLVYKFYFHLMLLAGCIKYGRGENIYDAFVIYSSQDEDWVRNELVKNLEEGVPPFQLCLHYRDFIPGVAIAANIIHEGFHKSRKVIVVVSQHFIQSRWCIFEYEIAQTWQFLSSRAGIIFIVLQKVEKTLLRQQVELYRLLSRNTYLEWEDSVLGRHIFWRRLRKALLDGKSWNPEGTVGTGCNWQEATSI
# Target sequence (Q99836 whole entry, looked up): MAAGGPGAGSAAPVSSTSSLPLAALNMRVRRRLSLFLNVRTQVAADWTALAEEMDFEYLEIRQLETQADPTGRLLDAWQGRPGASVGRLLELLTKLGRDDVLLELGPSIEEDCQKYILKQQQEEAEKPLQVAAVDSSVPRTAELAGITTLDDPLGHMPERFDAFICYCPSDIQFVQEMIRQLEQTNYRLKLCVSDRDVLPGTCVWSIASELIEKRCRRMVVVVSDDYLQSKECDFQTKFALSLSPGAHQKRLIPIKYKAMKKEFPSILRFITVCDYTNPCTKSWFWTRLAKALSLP
# L major viab = Leishmania major promastigote growth inhibition. hit rate 9% among 200,000. inhibition, % at 10 µM. Leishmania major promastigotes, resazurin fluorescence viability; in the data active = inhibition above about 50%;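 note: promastigotes grown with compound for 44 hours at 28 °C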
# bIAP inh = blocks bovine intestinal alkaline phosphatase activity. 190,000 tested, under 10 active. inhibition, % at 20 µM. purified bovine IAP, CDP-star luminescence, 30 min;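 active = over 50% inhibition of intestinal alkaline phosphatase at 20 µM in the single-dose screen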
#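 Assay system: bovine IAP enzyme; medium: DEA buffer 100 mM, pH 9.8, with MgCl2 1.0 mM, ZnCl2 0.02 mM; doses: 20 µM single dose; incubation: enzyme reaction for 30 min at room temperature; detection: CDP-star luminescence signal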
# Redox H2O2 prof = compounds producing H2O2 with reducing agent – biochemical, NIH compound library profiling, artefact control for MLSCN library redox annotation, primary screen | DTT-dependent redox cycling H2O2, phenol red/HRP absorbance; 100% = 100 µM peroxide control, 0% = buffer | AID 878 | hit rate 0.03% among 200,000 | activation, % at 10 µM;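 active = activation of at least 50% relative to the plate's high and low controls in the primary single-dose screen; inactive = activation below 50%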;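 note: compound incubated with DTT at 0.8 mM final as the reducing agent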
# PPARg SRC3 recr = PPARgamma-driven SRC-3 recruitment agonism; biochemical PPARgamma/SRC-3 coactivator recruitment assay; activation, % at 8 µM; hit rate 0.26% among 200,000; in the data active = activation above about 23%;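 note: 0% = DMSO and 100% = reference agonist; some compounds past the cut are filed as inactive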
# TR-FRET SRC-2 ct = counter-screen for PPARgamma SRC-2 recruitment agonists: TR-FRET artefact; active compounds read high; TR-FRET ratio at 8 µM; hit rate 0.4% among 200,000; AID 1049; in the data active = TR-FRET ratio above about 2000; note: inactives centre near 1500; reference of the scale not given here
# bIAP activator = increases bovine intestinal alkaline phosphatase activity; purified bovine IAP, CDP-star luminescence, 30 min; active compounds read high; fold of DMSO-control signal, blank-subtracted; activation factor at 20 µM; hit rate 0.17% among 200,000;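 active = activation factor of 2 or more at 20 µM, a signal rise over negative controls twice the positive control's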
# ROMK mod = human ROMK K+ channel modulation, primary screen; P48048; Tet-inducible ROMK, thallium flux fluorescence; actives lie on both sides; B-score at 10 µM; hit rate 2% among 130,000;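 active = signal ratio slope over the read window, or its plate-corrected B-score, at least 3 SD from the plate mean, either direction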;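 note: B-score of the F/F0 ratio slope over 7 to 12 s after thallium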
# PPARg SRC-2 ag = promotes SRC-2 coactivator recruitment by human PPARgamma; activation, % at 8 µM; hit rate 0.34% among 200,000; P37231; AID 1032; PPARgamma LBD-SRC-2 recruitment, biochemical; in the data active = activation above about 22%;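 note: 0% = vehicle and 100% = reference agonist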
# S1P3 antagonist = antagonists of human S1P3 receptor; CHO S1P3 NFAT-BLA reporter, FRET fluorescence, antagonist mode; inhibition, % at 4.98 µM; hit rate 0.27% among 170,000; AID 485;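 active = inhibition above the plate cutoff, the mean inhibition of test wells on that plate plus 3 SD, cut at about 28% in these data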;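 note: cells challenged with S1P at its EC80 of 0.8 µM; blue over green emission ratio from cleaved BLA substrate after 4 h stimulation; 0% = S1P-stimulated wells and 100% = unstimulated DMSO-only wells; some compounds past the cut are filed as inactive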
# * hit, by the source's call; nt = not tested or not shown.
# Start of the listing, in advance, 3 compounds:
SMILES,PPARg SRC1 recr,TLR4 MyD88 comp,L major viab,bIAP inh,Redox H2O2 prof,PPARg SRC3 recr,TR-FRET SRC-2 ct,bIAP activator,ROMK mod,PPARg SRC-2 ag,S1P3 antagonist
O=C(CSc1nnc(Cc2ccccc2)n1-c1ccc(F)cc1)N1CCOCC1,1,2,2,-10,0.1,3,1525,1.1,nt,-6,0
CC1CCN(CC(=O)Nc2ccc(N3CCCCCC3)cc2)CC1,1,2,78*,1,1.7,5,1700,1,0.44,6,-8
CC(=O)Nc1cccc(C(=O)O)n1,-1,-17,6,-2,-0.8,2,1773,1,0.095,7,-1

# Results, from the first entry:
SMILES,PPARg SRC1 recr,TLR4 MyD88 comp,L major viab,bIAP inh,Redox H2O2 prof,PPARg SRC3 recr,TR-FRET SRC-2 ct,bIAP activator,ROMK mod,PPARg SRC-2 ag,S1P3 antagonist
O=C(CSc1nnc(Cc2ccccc2)n1-c1ccc(F)cc1)N1CCOCC1,1,2,2,-10,0.1,3,1525,1.1,nt,-6,0
CC1CCN(CC(=O)Nc2ccc(N3CCCCCC3)cc2)CC1,1,2,78*,1,1.7,5,1700,1,0.44,6,-8
CC(=O)Nc1cccc(C(=O)O)n1,-1,-17,6,-2,-0.8,2,1773,1,0.095,7,-1
CCOCCCNC(=O)c1c[nH]c2ccc(C)cc2c1=O,3,0,-3,3,-0.5,-4,1594,1,-0.029,1,nt
CN(c1ccc(C(=O)NCC2CCCO2)cc1)S(=O)(=O)c1ccccc1 (stereo not drawn),-2,-8,-3,2,2.7,-3,1280,1,0.74,-4,13
Cc1ccc(NC(=O)N(Cc2ccco2)Cc2cc3cc(C)cc(C)c3nc2Cl)cc1,0,3,1,-7,3.0,-22,1444,1.1,nt,0,nt
Cc1ccc2cc(C#N)c(SCC(=O)N3CCCc4ccccc43)nc2c1C,3,-4,3,4,3.4,3,1516,1,nt,6,nt
N/C(=N\OC(=O)/C=C/c1ccccc1)c1ccncc1,3,3,14,13,-0.2,3,1493,0.9,0.6,-3,-1
COc1ccc(C2c3c(C)nn(-c4ccccc4)c3NC(=O)N2c2ccccc2)cc1 (stereo not drawn),3,-4,10,4,0.4,3,1594,1,nt,0,2
OC(COC(c1ccccc1)c1ccccc1)CN1CCOCC1 (stereo not drawn),1,4,3,-6,0.1,-6,1610,1.1,-0.39,5,6
CCOC(=O)C1=C(O)/C(=C/c2cc(OC)c(OC)c(OC)c2)SC1=Nc1ccc(OC)cc1,5,-3,2,-4,-3.5,-8,1399,1,0.33,-4,nt
CC(C)C(=O)Nc1c2c(nc3ccccc13)N(C)CC2,4,4,-3,-3,-0.2,4,1265,1,nt,-4,-18
CCOC(=O)c1ccc(COC(=O)c2ccc(-c3nnc(-c4ccccc4)o3)cc2)o1,4,13,0,nt,0.9,-4,1374,nt,-0.017,-4,32
O=C(Nc1cnn(Cc2ccc(F)cc2)c1)c1cc2nc(-c3ccco3)cc(C(F)(F)F)n2n1,-6,-14,-1,12,2.7,-5,1553,0.9,-0.2,3,7
C=CCn1c(COc2cccc3cccnc23)nnc1SCC(=O)OC,-1,14,-8,2,0.3,7,1548,1,-0.11,12,nt
O=[N+]([O-])c1ccc(Cl)c(/C=N/N2CCN(Cc3ccccc3)CC2)c1,-5,-10,16,12,3.5,-2,1388,0.9,nt,-11,nt
N#Cc1c(NCc2ccccc2)ccnc1NCc1cccnc1,-1,-7,8,14,2.9,-13,1457,0.9,nt,-5,5
O=C(Cn1c(CC(=O)N2CCOCC2)nc2ccccc21)Nc1ccc2c(c1)OC(F)(F)O2,-3,12,5,-8,0.0,-10,1516,1.1,-0.8,-5,-30
CCCP(=O)(CC(=O)O)c1ccccc1 (stereo not drawn),3,7,-10,-10,-1.0,-7,1531,1.1,nt,3,-15
Cc1cc(N2CCCCC2)nc(-c2ccc(Br)cc2)n1,4,-5,19,11,-0.2,0,1667,0.9,-0.034,1,-12
CN(/C=C1/C(=O)CNC1=O)CCO,6,3,-2,-30,-0.7,-1,1801,1.3,-0.091,3,-28
CCCCOC(=O)c1ccc(NC(=O)C(=O)NCc2ccco2)cc1,7,-24,-3,2,-0.4,6,1656,1,-0.36,12,-16
Cc1onc(-c2ccccc2Cl)c1C(=O)OCC(=O)c1c(N)n(C)c(=O)n(C)c1=O,2,0,41,-3,-1.6,1,1614,1,1.2,2,-11
CCOC(=O)CSc1n[nH]c(-c2cccnc2)n1,-2,-7,-6,-3,1.5,-6,1396,1,2,-2,5
O=C(O)c1ccc(CNC(=O)c2ccc(C(F)(F)F)cc2)cc1,7,-8,-5,6,6.3,2,1590,0.9,0.34,-1,-2
O=S1(=O)C=CC(Nc2ccccc2)C1 (stereo not drawn),1,-22,-3,-1,4.1,-5,1487,1,nt,7,nt
O=C(C1CC1)N1CCc2cc(Br)cc(S(=O)(=O)NCc3ccco3)c21,7,5,-7,25,-2.8,3,1623,0.7,nt,6,nt
Cc1ccccc1-c1nnn(CC(=O)Nc2ccc3c(c2)OCO3)n1,7,-2,-6,-17,0.2,3,1643,1.2,nt,3,4
O=C(CCc1nc2ccccc2c(=O)[nH]1)OCc1ccc(Cl)cc1Cl,5,-1,-4,11,0.1,2,1430,0.9,0.76,-5,-9
CN(Cc1ccc(Cl)cc1)C(=O)CCl,4,0,43,5,-0.7,0,1380,0.9,-4.7*,0,-148
CC1CCCN(C(=O)CNC(=O)Cn2ccc3ccccc3c2=O)C1 (stereo not drawn),5,-2,-7,-2,-0.2,7,1730,1,nt,1,-29
CCNC(=O)CSc1nc2ccccc2c(=O)n1-c1cc(OC)ccc1OC,-4,15,-2,10,-0.8,7,1578,0.9,-0.27,4,nt
CCOCCCNC(=O)c1cc2sc(Cl)cc2n1CC,-1,-2,-3,-6,0.3,0,1571,1.1,3.1*,3,8
Cc1ccc(S(=O)(=O)N2CCN(C(=O)CN3CCOCC3)C2)cc1,-1,9,-3,-6,1.2,2,1564,1.1,nt,3,5
Cc1ccc(-c2nnc(N3CCN(C(=O)CN4CCOCC4)CC3)c3ccccc23)cc1,7,-7,-7,0,1.9,-4,1510,1,nt,-2,-3
O=C1c2ccccc2-c2nnc(-c3ccc(O)cc3)cc21,4,-9,49,1,-1.3,3,1603,1,1.7,3,-1
Cc1ccccc1S(=O)(=O)Cc1ccc(C(=O)N2CCN(c3ncccn3)CC2)o1,5,0,-3,-6,-3.2,-3,1700,1.1,nt,0,-8
O=C(O)CCNS(=O)(=O)c1ccccc1,7,-3,-3,6,0.3,0,1718,0.9,0.41,7,-9
Cc1oc2ccc(OS(C)(=O)=O)cc2c1C(=O)OC(C)C,-2,-18,8,-4,-1.9,1,1437,1,nt,-4,-6
COc1cccc(N(CC(=O)N2CCN(C)CC2)S(=O)(=O)c2ccccc2)c1,-1,-17,3,2,1.4,-6,1562,1,nt,7,1
CCn1c(SCC(=O)N2CCCc3ccccc32)nnc1-c1ccoc1C,-3,-3,21,14,0.8,10,1468,0.9,nt,9,nt
O=c1[nH]c(CN2CCN(S(=O)(=O)/C=C/c3ccccc3)CC2)nc2ccccc12,0,-2,9,-4,0.6,0,1294,1,-0.15,-8,-2
COc1ccc(CN2C(=O)c3ccccc3C2C(=O)NC2CCCC(C)C2C)c(OC)c1 (stereo not drawn),0,-10,28,-44,-0.1,2,1492,1.4,-0.37,8,-15
O=c1c2ccccc2[nH]c(=S)n1Cc1cccs1,14,-7,29,-6,-0.4,9,1718,1.1,0.02,7,-2
O=C(NCc1cccnc1)/C(=C\c1ccc(-c2ccc(Cl)c(Cl)c2)o1)S(=O)(=O)c1ccccc1,0,15,100*,-2,-0.2,3,1485,1,-5.1*,6,10
CCN(C(=O)CSc1ncn[nH]1)C1CCCCC1,-2,12,-3,8,0.3,-1,1430,0.9,-0.56,10,nt
O=C(Cn1nnc(-c2cccc(C(F)(F)F)c2)n1)N1CCOCC1,1,11,-10,5,-2.7,0,1561,0.9,nt,6,-36
COC(=O)[C@@]1(Cc2ccc(F)cc2)[C@H]2c3cc(C(=O)N4CCCC4)n(CCO)c3C[C@H]2CN1C(=O)c1ccccc1,-2,2,11,38,0.3,0,1344,0.6,-0.61,9,-12
O=C(CCCc1nc(-c2ccccc2Cl)no1)NC1CCCCC1,4,3,-8,1,-0.4,-2,1680,1,-0.54,17,-11
CCCS(=O)(=O)N1CCN(C(=O)c2cccs2)CC1,-8,8,-5,6,1.6,-3,1393,0.9,nt,3,-35
O=C(COc1ccc(/C=N/NC(=O)CSCc2ccc([N+](=O)[O-])cc2)cc1)NCc1ccco1,0,3,-3,2,0.2,0,1459,1,nt,2,-5
C(=C\c1ccccc1)/C=N/N1CCN(Cc2ccccc2)CC1,14,15,0,-6,-0.7,6,1661,1.1,-0.95,12,-10
COC(=O)C1=C(C)NC2=C(C(=O)CC(C)(C)C2)C1c1cnn(C)c1C (stereo not drawn),-7,-16,-1,-47,-0.1,-2,1508,1.5,0.081,-3,-6
CCCOc1cccc(C2/C(=C(/O)c3ccc(OC)cc3)C(=O)C(=O)N2CCN(C)C)c1 (stereo not drawn),-2,1,-2,-7,-0.6,-1,1588,1.1,0.03,2,-14
COc1ccc(S(=O)(=O)N(CC(=O)O)c2ccccc2)cc1,5,15,0,6,-4.6,6,1617,0.9,0.33,-5,-18
COc1ccc(N=C2S/C(=C\c3cccs3)C(=O)N2CC(C)C)cc1,-4,4,-1,14,1.3,0,1456,0.9,0.71,-1,nt
Cc1nc(SCC(=O)c2ccc(F)cc2)n[nH]1,-4,6,-8,-48,-2.4,-3,1434,1.5,nt,-6,-4
Cc1cccc(C)c1OCC(=O)NCc1nnc(SCC(=O)NC2CCCCC2)n1C,-2,13,18,-19,0.6,13,1550,1.2,nt,-6,nt
CC(=O)c1c(OC(=O)c2ccco2)c2ccccc2n1C,10,-4,-9,3,-0.3,0,1613,1,nt,6,-2
Cc1ccn2c(NCc3ccc4c(c3)OCO4)c(-c3ccc(O)cc3)nc2c1,9,7,-4,3,0.1,16,1655,1,-0.19,13,nt
# (further entries)
SMILES,PPARg SRC1 recr,TLR4 MyD88 comp,L major viab,bIAP inh,Redox H2O2 prof,PPARg SRC3 recr,TR-FRET SRC-2 ct,bIAP activator,ROMK mod,PPARg SRC-2 ag,S1P3 antagonist
CCc1ccc(C(=O)CN(C#N)c2nc(C)cc(C)n2)cc1,5,-5,6,-84,-4.0,4,1484,1.8,nt,-5,nt
Cc1[nH]n(-c2ccccc2)c(=O)c1C(c1cccc([N+](=O)[O-])c1)c1c(C)[nH]n(-c2ccccc2)c1=O,6,-4,26,-27,-0.2,7,1576,1.3,-1.2,16,-14
Cc1ccc(S(=O)(=O)NCC(=O)N2CCCCC2)cc1,-4,2,-3,8,0.1,10,1460,0.9,nt,-5,-12
O=C(O)CNC(=O)CC12CC3CC(CC(C3)C1)C2,-4,-2,-6,13,0.6,0,1498,0.9,nt,-2,-13
COc1ccc(C(=O)NC(C(=O)N2CCc3ccccc32)C(C)C)cc1 (stereo not drawn),-1,10,-4,26,1.4,-2,1679,0.7,0.35,8,-3
O=C(CSc1nc2cc(Cl)ccc2s1)NCc1ccc2c(c1)OCO2,-13,0,76*,5,0.6,-2,1397,0.9,nt,-9,6

# Bioassay records (PubChem)
